Growth percent in the NCI-60 one-dose screen (48 h, 10 µM unless noted): 100 = growth as untreated, 0 = no growth, -100 = all killed.
BT-549: BT-549 breast cancer | actives 4.4% (n = 78,000) | AID 1794793
HS 578T: HS 578T breast cancer. actives 4.1% (n = 78,000). AID 1794788
MALME-3M: MALME-3M melanoma | AID 1794766 | actives 5.8% (n = 78,000)
MCF7: MCF7 breast cancer; actives 6.3% (n = 82,000)
SK-MEL-2: SK-MEL-2 melanoma; actives 4.7% (n = 77,000); AID 1794763
MDA-MB-231: MDA-MB-231 breast cancer. actives 5% (n = 81,000). AID 1794789
LOX IMVI: LOX IMVI melanoma. actives 7.4% (n = 79,000). AID 1794757
T-47D: T-47D breast cancer. actives 5% (n = 79,000)
Starred values were filed as active, the others as inactive; · = no result given; & = joins results of further samples; [ ] = remark or other dose. The calls were made as follows: active = growth percent below 10; inactive = the rest.

no.	smiles	BT-549	HS 578T	MALME-3M	MCF7	SK-MEL-2	MDA-MB-231	LOX IMVI	T-47D
1	CN(C)CC1(C)Cc2ccsc2C1O (stereo unspecified)	102&113	129	99	105&110	110&108	111&113	102&97	100&113
2	CCCCC1COc2cccc3c(SCC(=O)N(C)Cc4ccccc4)cc[n+]1c23 (stereo unspecified)	107	98	104	91	102	100	101	106
3	Nc1ncnc2sc(-c3ccccc3)c(-c3ccccc3)c12	103	69	92	92	94	59	68	75
4	CC(=O)O[C@H]1C[C@@]2(C)[C@@H](C[C@@H](O)[C@H]3[C@@]4(C)CC[C@H](N5CCCC5)[C@@H](C)[C@@H]4CC[C@@]32C)/C1=C(\CCC=C(C)C)C(=O)O	101	95	96	91	100	109	97	103
5	CC(=O)O[C@H]1CC[C@]2(C)[C@H]3C(=O)C=C4[C@@H]5C[C@](C)(C(=O)N6CCCN(COC(=O)c7ccco7)CC6)CC[C@]5(C)CC[C@@]4(C)[C@]3(C)CC[C@H]2C1(C)C	119	103	96	99	98	96	95	88
6	C=C(C)[C@@H]1CC[C@]2(C(=O)N[C@H](CO)Cc3ccccc3)CC[C@]3(C)[C@H](CC[C@@H]4[C@@]5(C)Cc6c([nH]c7ccccc67)C(C)(C)[C@@H]5CC[C@]43C)[C@@H]12	47	41	78	64	69	69	33	·
7	CCN1CCN(c2nc(C)cc(N(CCCNc3ccnc4cc(Cl)ccc34)Cc3ccco3)n2)CC1	55	70	-6.8*	32	75	12	9.9*	68
8	CC(=O)C1Cc2ccccc2C1=O (stereo unspecified)	91	103	94	95	124	99	94	101
9	CCOC(=O)C1=C(c2c(O)[nH]c(C)c2C(=O)OCC)C(=O)N=C1C	124	109	100	94	116	92	25	104
10	O=C1C2CCCN2C(=O)c2ccccc2N1Cc1cn(-c2ccc(F)cc2F)nn1 (stereo unspecified)	106	92	104	106	107	104	98	105
11	COC(=O)CCN1CCN(c2ccccc2C)CC1	110	113	102	95	97	90	94	114
12	Brc1ccc2c(c1)sc1nc(-c3c[nH]c4ccccc34)c(Nc3ccccc3)n12	97	86	100	90	100	86	90	88
13	CCOC(=O)NCCNC(=O)c1ccc(OC)c(OC2CCCC2)c1	104	100	111	95	117	100	101	·
14	COc1ccc(-c2cs/c(=N\N=C\c3ccc(C#N)cc3)n2C)cc1	76	99	85	66	82	69	80	49
15	Cc1cc(N2CCCCC2)nc(N(CCNc2ccnc3cc(Cl)ccc23)Cc2ccccn2)n1	64	54	74	26	80	50	·	·
16	COC(=O)[C@]12C3=CC=C[C@@H]1[C@@]1(C[C@@H](c4ccoc4)OC1=O)[C@@H](C)C[C@@H]2OC3=O	108	96	105	93	103	110	100	94
17	COc1cc(C2CC(c3ccc(Cl)cc3)=NN2C(C)=O)ccc1Oc1ccnc2cc(Cl)ccc12 (stereo unspecified)	92	39	54	43	67	36	38	54
18	CN(C)CC(O)(C(=O)O)C(=O)O	104	88	120	95	111	103	95	91
19	CCOC(=O)NCCO	100	·	105	95	103	110	106	105
20	O=C(COc1ccc(NC(=O)Nc2ccccc2)cc1)N=Nc1c(O)[nH]c2ccc(Br)cc12	96	70	44	38	83	41	·	83
21	O=S(=O)(Nc1cccc(Cl)c1)c1ccc(-c2cnc(C3CC3)o2)cc1	27	1.3*	58	14	59	23	35	25
22	C[C@@H]1CC2C3CCC4=CC(=O)C=C[C@]4(C)[C@@]3(F)[C@@H](O)C[C@]2(C)[C@H]1C(=O)CO (stereo partly specified)	68	158	87	90	137	96	95	100
23	O=C(O)c1cc(F)ccc1O	96	99	97	98	83	106	99	97
24	Cc1ccc(S(=O)(=O)O)cc1N	97	107	102	101	103	100	95	105
25	c1ccc2c(c1)C[C@@H]1OC(CC3=N[C@@H]4c5ccccc5C[C@@H]4O3)=N[C@H]21	102	100	102	91	112	102	·	116

An excerpt from above, showing only HS 578T.
no.	structure	HS 578T
9	CCOC(=O)C1=C(c2c(O)[nH]c(C)c2C(=O)OCC)C(=O)N=C1C	109
1	CN(C)CC1(C)Cc2ccsc2C1O (stereo unspecified)	129
10	O=C1C2CCCN2C(=O)c2ccccc2N1Cc1cn(-c2ccc(F)cc2F)nn1 (stereo unspecified)	92
20	O=C(COc1ccc(NC(=O)Nc2ccccc2)cc1)N=Nc1c(O)[nH]c2ccc(Br)cc12	70
21	O=S(=O)(Nc1cccc(Cl)c1)c1ccc(-c2cnc(C3CC3)o2)cc1	1.3*

The listing picks up, starting 2 compounds before the break.
no.	smiles	BT-549	HS 578T	MALME-3M	MCF7	SK-MEL-2	MDA-MB-231	LOX IMVI	T-47D
24	Cc1ccc(S(=O)(=O)O)cc1N	97	107	102	101	103	100	95	105
25	c1ccc2c(c1)C[C@@H]1OC(CC3=N[C@@H]4c5ccccc5C[C@@H]4O3)=N[C@H]21	102	100	102	91	112	102	·	116
26	NC(=O)c1ccc2c(c1)OCO2	110	99	98	96	114	100	95	111
27	CCCCCCCC/C=C\CCCCCCCCOc1ccccc1CC(=O)NCC[N+]1(C)CCOCC1	82	93	100	82	90	80	72	84
28	CC1CCN(C2=NC(=O)/C(=C\c3ccc(C(C)(C)C)cc3)S2)CC1	96	100	100	92	97	83	98	60
29	CCC(=O)Oc1ccc(-c2ccccc2)cc1Br	109	115	109	94	110	103	107	101
30	CCNc1nn2ccccc2c1/C=C(/C#N)C(=O)OCC	116	124	115	92	96	97	100	91
31	Cc1cc(C)cc(/C=N/NC(=O)c2ccc(-n3cc(-c4ccccc4)nn3)cc2)c1	86	95	95	89	105	100	102	96
32	CC1C(=O)C(C)C(c2ccc(Cl)cc2)NC1c1ccncc1 (stereo unspecified)	96	110	91	96	88	112	·	97
33	COc1cc2cc(Oc3ccc(NC(=O)Nc4ccc(Cl)c(C(F)(F)F)c4)cc3)c(C)nc2cc1OCCN1CCOCC1	49	73	38	4.9*	31	38	10.0*	23
34	CC1(C)Oc2c(ccc(O)c2CN2CCOCC2)C2=C1CCCC2	102	104	104	97	111	107	98	94
35	c1ccc2cc(C[n+]3ccn(CCn4cc[n+](Cc5ccc6ccccc6c5)c4)c3)ccc2c1	96	99	100	91	84	98	94	82
36	COc1nnc(-c2ccccc2)c(-c2ccccc2)n1	108	85	107	98	78	102	93	88
37	N#Cc1cccc(NC(=O)c2oc3ccccc3c2-c2cnn(-c3ccccc3)c2)c1	73[50 µM]	89[50 µM]	101[50 µM]	57[50 µM]	88[50 µM]	83[50 µM]	78[50 µM]	50[50 µM]
38	COc1ccc(CN2C(=O)CSC2c2ccc3c(c2)OCO3)cc1OC (stereo unspecified)	96	90	103	·	114	88	90	84
39	c1ccc(-c2ccc(N=Nc3ccc(-c4ccccc4)cc3)cc2)cc1	116	103	95	92	109	99	100	·
40	NCC(=O)O	95&104	109&109	105&106	100&93	111&123	115&99	63	113&101
41	Nc1c(C(=O)Nc2cccc3ccccc23)sc2nc3c(cc12)CN(CCc1ccccc1)CC3	88	80	75	81	100	91	77	88
42	C=C(C=O)[C@@H]1CC[C@]2(C)[C@H](CC[C@@H]3[C@H]4[C@H]5OC(=O)[C@@]4(CCC5(C)C)CC[C@]32C)[C@@]1(C)CCC#N	103	90	104	71	98	87	81	64
43	NC(=S)N/N=C/c1cc(Cl)sc1Cl	·	88	100	80	112	·	99	63
44	CCc1cccc(CC)c1N1C(=O)CSCC1=O	104	108	99	103	115	113	100	89
45	COc1ccccc1/C=N\NC(=O)N/N=C/c1ccccc1OC	93	92&128	96&99	103&100	127	117&112	108&115	121&98
46	COc1ccc2oc(=O)cc(C3NOC(N)=C3C#N)c2c1 (stereo unspecified)	92	102	102	95	95	105	99	87
47	O=C(Oc1ccccc1-c1ccccc1)c1ccccc1	118	105	95	96	86	91	93	98
48	COc1cc(-c2cc(-c3nnc(/C=C/c4ccc5c(c4)OCO5)o3)[nH]n2)cc(OC)c1OC	72	104	·	85	·	101	77	57
49	O=C(NCCN1CCOCC1)n1cc(-c2ccncc2)c(-c2ccc(Cl)c(O)c2)n1	107	109	79	102	103	96	94	106
50	O=S(=O)(NCCCNc1nccc(-c2c(-c3cccc(F)c3)nc3occn23)n1)c1cccc(F)c1	90	79	79	·	88	73	95	43

Looked up above.
MCF7 with compound 47 reads 96
T-47D with compound 38 reads 84
MCF7 with compound 23 reads 98
T-47D with compound 8 reads 101

New compounds follow.
no.	smiles	BT-549	HS 578T	MALME-3M	MCF7	SK-MEL-2	MDA-MB-231	LOX IMVI	T-47D
51	Cc1ccc2oc(C)[n+](CCC(=O)O)c2c1	104	·	127	100	110	110	104	108
52	CN[C@@]12CC3(C=CC(=O)C=C3)O[C@]1(Cc1ccc(OC)cc1)N(C)C(=O)N2	44	106	107	16	74	110	10	48
53	CCc1cc(O)cc(C)c1Cl	95	103	159	101	107	90	97	109
54	COc1ccc(C(C)=O)cc1S(=O)(=O)Nc1c(N)nc(N)nc1N	97	96	104	95	75	96	103	123
55	Nc1n[nH]c2cccc(C#Cc3cccc(C(=O)Nc4ccc(Cl)c(C(F)(F)F)c4)c3)c12	78	53	15	50	39	40	18	33
56	N#CCCCCCn1c2ccccc2c2c3[nH]c(=O)n(N)c(=O)c3c3c4ccccc4n(CCCCCC#N)c3c21	100	104	102	83	99	65	60	90
57	COc1cc2cc(NC(=O)c3ccc(Cl)cc3)nc(C)c2cc1OC	93	129	97	85	115	89	94	81
58	COc1cc(C2NCC(=O)N2O)cc(OC)c1OC (stereo unspecified)	110	114	100	·	·	87	86	90
59	NC(=O)c1nnsc1-c1ccco1	104	113	109	107	113	99	104	108
60	COc1ccc(C2=CC(c3ccc4c(c3)OCO4)NC(=O)N2)cc1 (stereo unspecified)	91	100	94	83	103	95	94	72
61	O=C(COC(=O)c1cc(NS(=O)(=O)c2cccs2)ccc1O)Nc1ccccc1F	102	107	97	102	48	108	93	96
62	Cc1nc([P+](c2ccccc2)(c2ccccc2)c2ccccc2)co1	84	86	85	71	99	80	76	59
63	COc1ccc(CN(CCN(C)C)c2ncccn2)cc1	98	112	99	92	100	125	94	103
64	Nc1nc(Cl)c(C=O)c(N2CCOCC2)n1	104	124	108	105	122	101	98	108
65	COc1cc(C)ccc1Cl	103	113	109	95	92	102	98	99
66	ClSSc1c2ccccc2cc2ccccc12	117	115	110	87	107	103	95	101
67	CCN(CC)CC1CO1 (stereo unspecified)	113	104	·	100	95	111	99	99
68	COc1ccc(/C=C/C(=O)c2c(O)c(C)c(O)c3c2OC2=CC(O)=C(C(C)=O)C(=O)[C@]23C)cc1	-20*	-9.2*	-57*	-2.9*	-55*	-26*	-43*	-17*
69	COc1cccc(-c2cc(-c3ccc(NC(=O)c4ccc(C)cc4)cc3)[nH]c(=O)c2C#N)c1	89	116	93	92	109	98	95	96
70	N#Cc1cnn(C(C2=C(O)c3ccccc3CC2)c2ccc(Cl)cc2)c1N (stereo unspecified)	98	79	115	68	93	73	82	61
71	Oc1cccc(CN2CCOCC2)c1O	95	125	·	102	102	88	89	106
72	CCOC(=O)N1CCN(C(=S)Nc2ccccc2)CC1	·	97	113	93	124	111	97	107
73	O=C(NS(=O)(=O)c1ccc(Cl)cc1)n1ccc2c(Cl)ccnc21	104	108	88	104	106	95	98	103
74	CC(=O)c1ccc2oc(=O)n(Cc3ccc(C#N)cc3)c(=O)c2c1	102	103	97	99	101	107	98	104
75	FC(F)(F)Oc1cccc(-c2cc(NCCCCCCNc3cc(-c4cccc(OC(F)(F)F)c4)nc4ccc(N5CCCC5)cc34)c3cc(N4CCCC4)ccc3n2)c1	105	-4.4*	-96*	-65*	2.9*	-92*	-71*	-46*

2 records drawn at random from those above:
no.	smiles	BT-549	HS 578T	MALME-3M	MCF7	SK-MEL-2	MDA-MB-231	LOX IMVI	T-47D
33	COc1cc2cc(Oc3ccc(NC(=O)Nc4ccc(Cl)c(C(F)(F)F)c4)cc3)c(C)nc2cc1OCCN1CCOCC1	49	73	38	4.9*	31	38	10.0*	23
11	COC(=O)CCN1CCN(c2ccccc2C)CC1	110	113	102	95	97	90	94	114

Later entries
no.	smiles	BT-549	HS 578T	MALME-3M	MCF7	SK-MEL-2	MDA-MB-231	LOX IMVI	T-47D
76	COC(=O)c1ccc(NC(=O)Cn2c(=S)n(-c3ccccc3)c(=O)c3ccccc32)cc1	101	101	104	98	104	95	95	105
77	O=C(Nc1cccc(Cl)c1)OCCCl	91	84	99	83	90	79	92	44
78	S=C(Nc1ccccc1)Nc1ccc(NC(=S)Nc2ccccc2)cc1	104	105	103	99	100	110	93	95
79	O=C(NC1CCCCCCC1O)c1ccccc1 (stereo unspecified)	105	103	99	106	98	99	93	95
80	CCOC(=O)/C(OCC)=C(\C#N)c1ccccc1	108	110	94	99	111	116	91	94
81	O=c1[nH]c2ccc(Oc3ncccn3)cc2c(=O)n1Cc1cccc(NS(=O)(=O)c2ccc(Cl)cc2)c1	87	83	107	94	83	68	90	·
82	Cn1nc(C(C)(C)C)cc1NC(=O)Cc1ccc(Nc2cc(Nc3ccc(S(C)(=O)=O)cc3)ncn2)cc1	98	99	102	68	106	102	108	58
83	CCCCOC(C)OC(CC)c1ccc2c(c1)OCO2 (stereo unspecified)	·	108	124	106	113	99	95	131
84	COc1cc(/C=C/C(=O)c2c(C)n([O-])c3cc(C)c(C)cc3[n+]2=O)cc(OC)c1OC	23	69	86	11	70	68	52	52
85	CCC(CC)NC(CC)CO (stereo unspecified)	113	129	124	102	116	124	99	·
86	O=c1[nH]ccc2nc(N3CCC(O)CC3)nc(Nc3ccc(N4CCOCC4)cc3)c12	30	46	28	44	69	64	46	73
87	Nc1nc(Cn2c(-c3nonc3N)nc3ccccc32)nc(N2CCCCC2)n1	89	97	·	83	·	85	90	83
88	O=C(Nc1ccc(NC(=O)c2ccccc2)c2ccccc12)c1ccccc1	108	96	95	96	113	107	94	98
89	O=C1/C(=C/C=C/c2ccco2)SC(=S)N1c1ccc(Cl)cc1	105	100	97	56	102	98	94	99
90	O=C1NC(=O)/C(=C\c2cccc(Oc3ccccc3)c2)S1	100	114	85	97	102	101	57	93
91	CCC/C=N/Nc1nc(C)cc(=O)[nH]1	130	109	111	100	115	103	108	101
92	COC(=O)C1=C(C)NC(C)=C(C(=O)OCC(C)C)C1c1cccc(C#N)c1 (stereo unspecified)	102	85	107	84	104	94	94	75

Compound activity from PubChem.
